Screening results (PubChem BioAssay)
PriA SSB inh = inhibitors of Klebsiella pneumoniae PriA binding to SSB C-terminal tail, primary screen, biochemical, AlphaScreen. actives 0.6% (n = 430,000). AID 1272365, 2023. AlphaScreen SSBct-PriA binding, biotinylated peptide. inhibition, % at 33 µM; in the data active = inhibition mostly above about 37%, no sharp cut-off; inactive = mostly below about 20%;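 also: plate controls were negative control peptide for no effect and reference peptide for full effect; strong numbers were not always called active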
MazEF act = activators of E. coli MazEF toxin-antitoxin RNase, primary screen, biochemical, fluorescence, uHTS. Endoribonuclease toxin MazF (Escherichia coli (strain K12)), P0AE70. FAM/BHQ RNA-DNA oligo cleavage fluorescence, 5 h. activation, % at 20 µM. actives 0.32% (n = 350,000). AID 504720, 2011; in the data active = activation above about 50%
Target sequence (P0AE70 whole entry, looked up): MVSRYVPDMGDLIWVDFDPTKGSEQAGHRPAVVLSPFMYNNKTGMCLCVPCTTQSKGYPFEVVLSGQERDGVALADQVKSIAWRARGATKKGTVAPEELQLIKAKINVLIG
BH1578 lux ind = inducers of Vibrio cholerae quorum light production without autoinducers, primary screen, BH1578 luxS cqsA deficient, single point; activation, % at 18.7 µM; V. cholerae BH1578 lux reporter, luminescence, 6 h; actives 0.16% (n = 350,000); in the data active = activation mostly above about 9.7%, no sharp cut-off; also: not every result past the cut was called active; inactives centre near 0; reference of the scale not given here
Mtb BioA inh = M. tuberculosis BioA enzyme inhibitors, primary screen, biochemical, plate reader, single point, HTS; 7,8-diaminopelargonic acid synthase BioA (Mycobacterium tuberculosis); purified M. tuberculosis BioA enzyme; inhibition, % at 9.99 µM; actives 0.096% (n = 360,000); AID 602481, 2012; in the data active = inhibition above about 40%
UGM FP inh = M. tuberculosis UGM enzyme inhibitors, primary screen, biochemical, fluorescence polarization, single point. AID 504406, 2011. inhibition, % at 10 µM. actives 0.06% (n = 320,000). purified UGM, fluorescence polarization probe displacement; in the data active = inhibition above about 10%, passing the limit was not always enough
Target sequence (P9WIQ1 whole entry, looked up): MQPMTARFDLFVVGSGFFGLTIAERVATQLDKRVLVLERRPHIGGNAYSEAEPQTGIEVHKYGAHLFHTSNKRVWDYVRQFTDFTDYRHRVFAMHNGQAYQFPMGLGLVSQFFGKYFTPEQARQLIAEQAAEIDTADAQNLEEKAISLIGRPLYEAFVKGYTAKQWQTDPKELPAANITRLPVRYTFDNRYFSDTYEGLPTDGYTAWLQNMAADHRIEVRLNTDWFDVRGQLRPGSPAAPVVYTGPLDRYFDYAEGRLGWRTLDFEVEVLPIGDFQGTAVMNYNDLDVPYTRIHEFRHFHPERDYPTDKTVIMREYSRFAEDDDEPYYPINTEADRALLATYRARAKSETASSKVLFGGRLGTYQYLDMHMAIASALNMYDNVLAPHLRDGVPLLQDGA
Rv3671c inh = Rv3671c serine protease inhibitors, primary screen, biochemical, fluorescence polarization, M. tuberculosis H37Rv; actives 0.048% (n = 320,000); inhibition, % at 5.96 µM; AID 2606, 2010; P9WHR9; in the data active = inhibition above about 38%;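 also: extracellular domain of Rv3671c used as enzyme; 0% = enzyme with DMSO and 100% = no enzyme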
FBA Mtb inh = Mtb FBA enzyme inhibitors, primary screen, biochemical, fluorescence, strain H37Rv; Fructose-bisphosphate aldolase (Mycobacterium tuberculosis (strain ATCC 25618 / H37Rv)), …; purified M. tuberculosis FBA, fluorescence read-out; inhibition, % at 1 µM; actives 2.3% (n = 360,000); in the data active = inhibition above about 27%;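 also: 0% = vehicle and 100% = reference inhibitor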
Target sequence (P9WQA3 whole entry, looked up): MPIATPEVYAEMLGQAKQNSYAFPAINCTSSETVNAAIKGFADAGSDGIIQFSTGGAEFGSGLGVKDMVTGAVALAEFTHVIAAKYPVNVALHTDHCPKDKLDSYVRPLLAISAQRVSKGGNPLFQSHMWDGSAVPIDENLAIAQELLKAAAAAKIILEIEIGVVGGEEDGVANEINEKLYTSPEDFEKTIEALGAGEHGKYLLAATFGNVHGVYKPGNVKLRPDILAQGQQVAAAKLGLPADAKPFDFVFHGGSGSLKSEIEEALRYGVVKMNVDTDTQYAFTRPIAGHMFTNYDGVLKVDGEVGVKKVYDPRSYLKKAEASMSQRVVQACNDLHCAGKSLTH
SARS 3CLpro inh = SARS-CoV 3CLpro protease inhibitors, primary screen, biochemical, quenched FRET; inhibition, % at 6 µM; Replicase polyprotein 1ab (Severe acute respiratory syndrome coronavirus), P0C6X7; recombinant SARS-CoV 3CLpro, quenched FRET peptide cleavage; actives 0.14% (n = 290,000); in the data active = inhibition above about 12%
DUSP3 inh = VHR1 phosphatase inhibitors, primary screen, biochemical, absorbance, uHTS | Dual specificity protein phosphatase 3 (Homo sapiens), P51452 | recombinant VHR phosphatase, pNPP absorbance | inhibition, % at 13.3 µM | actives 0.52% (n = 290,000); in the data active = inhibition above about 50%; also: some compounds called inactive have numbers as strong as hits
Target sequence (P51452 whole entry, looked up): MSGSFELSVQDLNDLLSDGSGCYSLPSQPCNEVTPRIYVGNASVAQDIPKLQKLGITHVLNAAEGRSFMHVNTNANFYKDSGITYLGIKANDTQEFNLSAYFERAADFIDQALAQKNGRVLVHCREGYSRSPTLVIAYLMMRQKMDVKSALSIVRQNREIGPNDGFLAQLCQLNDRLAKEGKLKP
GDH-TPI inh = GDH-TPI coupling enzyme inhibitors, primary screen, artefact control for M. tuberculosis FBA inhibitor project, biochemical, absorbance, full deck; GDH-TPI coupled enzyme counterscreen, NADH absorbance; inhibition, % at 4.8 µM; actives 1.2% (n = 360,000); in the data active = inhibition above about 30%;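 also: 0% = DMSO wells and 100% = wells lacking the enzyme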
* marks the source's active call; other numbers are inactive results; i = inactive; . = not tested or not shown; & = joins results of further samples. Not all compounds are listed, so the mix of outcomes need not match the whole.

Sample of the layout (7 entries):
SMILES	PriA SSB inh	MazEF act	BH1578 lux ind	Mtb BioA inh	UGM FP inh	Rv3671c inh	FBA Mtb inh	SARS 3CLpro inh	DUSP3 inh	GDH-TPI inh
O=C(O)c1ccccc1-c1ccccc1C(=O)Nc1ccc(F)cc1	-10.5	1.0	i	-0.2	-0.6	4.8	7.0	2.1	38.5	12.1
O=C(NCc1ccc(OC(F)(F)F)cc1)C1CC(c2c(Cl)cccc2Cl)=NO1 (centres undefined)	4.1	3.3	i	-0.2	-0.2	-6.3	-1.1	9.7	16.6	-3.5
COc1ccc(NC(=O)[C@@H]2CC=C[C@@H]3CCN(C4CCCCC4)C(=O)[C@@H]32)cc1	-25.1	3.6	i	-1.0	-0.3	-6.9	8.5	.	.	-0.8
COC(=O)c1ccccc1NC(=O)CCS(=O)(=O)c1cc2c(cc1C)NC(=O)CO2	-3.3	-0.3	-1.6	-3.7	0.6	1.0	2.0	-2.1	9.5	1.0
CCOc1ccc(C2C(C#N)=C(N)Oc3n[nH]c(C)c32)cc1OC(=O)C1CC1 (centres undefined)	-15.6	8.2	i	0.7	-1.1	4.2	-1.5	-1.9	0.8	-0.9
NC(=O)Cn1c(=O)n(C2CCCCC2)c(=O)c2c3c(sc21)CCCCC3	2.9	0.4	i	.	1.0	-1.9	0.8	1.4	16.4	9.8
CCOC(=O)C1CCN(C(=O)CCNC(=O)c2cc(OC)c(OC)c(OC)c2)CC1	-1.2	2.0	-0.2	-1.7	1.0	-2.8	1.4	-0.9	3.8	11.2

This part in full (from the top)
SMILES	PriA SSB inh	MazEF act	BH1578 lux ind	Mtb BioA inh	UGM FP inh	Rv3671c inh	FBA Mtb inh	SARS 3CLpro inh	DUSP3 inh	GDH-TPI inh
O=C(O)c1ccccc1-c1ccccc1C(=O)Nc1ccc(F)cc1	-10.5	1.0	i	-0.2	-0.6	4.8	7.0	2.1	38.5	12.1
O=C(NCc1ccc(OC(F)(F)F)cc1)C1CC(c2c(Cl)cccc2Cl)=NO1 (centres undefined)	4.1	3.3	i	-0.2	-0.2	-6.3	-1.1	9.7	16.6	-3.5
COc1ccc(NC(=O)[C@@H]2CC=C[C@@H]3CCN(C4CCCCC4)C(=O)[C@@H]32)cc1	-25.1	3.6	i	-1.0	-0.3	-6.9	8.5	.	.	-0.8
COC(=O)c1ccccc1NC(=O)CCS(=O)(=O)c1cc2c(cc1C)NC(=O)CO2	-3.3	-0.3	-1.6	-3.7	0.6	1.0	2.0	-2.1	9.5	1.0
CCOc1ccc(C2C(C#N)=C(N)Oc3n[nH]c(C)c32)cc1OC(=O)C1CC1 (centres undefined)	-15.6	8.2	i	0.7	-1.1	4.2	-1.5	-1.9	0.8	-0.9
NC(=O)Cn1c(=O)n(C2CCCCC2)c(=O)c2c3c(sc21)CCCCC3	2.9	0.4	i	.	1.0	-1.9	0.8	1.4	16.4	9.8
CCOC(=O)C1CCN(C(=O)CCNC(=O)c2cc(OC)c(OC)c(OC)c2)CC1	-1.2	2.0	-0.2	-1.7	1.0	-2.8	1.4	-0.9	3.8	11.2
O=C(N/N=C/c1cc2c(cc1Cl)OCO2)c1ccccn1	.	0.7	-6.2	.	1.0	-1.8	-2.9	-0.8	.	27.6
COC(=O)c1ccc(/C=N/N2CCN(Cc3ccccc3)CC2)cc1	.	-6.5	-0.5	.	-1.2	2.9	2.4	1.1	-2.4	16.8
O=[N+]([O-])c1ccc(Nc2ccccc2)c2nonc12	-7.2	11.3	-0.3	6.3	-2.7	-1.5	-9.8	0.5	2.4	7.8
CCOC(=O)C1=C(O)CCn2c1nc1ccccc12	1.5	-7.4	2.6	-2.9	-1.8	-0.8	1.4	-3.2	-30.5	8.9
CNC(=O)Nc1cc(NC(=O)NC)cc(C(F)(F)F)c1	-18.3	5.1	0.6	3.5	-0.5	-1.0	-3.6	2.4	20.1	-0.8
CCCCC(=O)OCc1c(-c2cccc(OC)c2)ncc2ccccc12	-23.4	-2.3	-0.3	-0.7	2.6	-11.7	1.3	.	.	5.7
Cn1ccnc1C(=O)c1cc(SCC(=O)NC2CC2)nc2ccccc12	-9.2	2.3	-0.4	-2.0	-0.3	11.5	-4.1	-2.7	14.4	11.0
O=C(COc1ccc(F)c(Cl)c1)Nc1ccc(N2CCOCC2)cc1	1.0	1.1	-0.8	-1.0	3.6	8.6	-0.3	.	.	5.6
COc1ccc2nc(SCCOC(=O)Nc3ccc(Cl)cc3)nc(C)c2c1	-42.0	6.1	i	.	-1.1	-31.6	2.0	3.6	-4.3	1.1
O=C1NC(=O)/C(=C\c2cn(CC(=O)N3CCOCC3)c3ccccc23)S1	8.6	6.6	-0.4	-0.3	-0.1	3.9	1.9	2.4	22.4	9.7
CCc1ccc(NC(=O)C2CCN(S(=O)(=O)c3c(C)[nH]c(=O)[nH]c3=O)CC2)cc1	-10.2	5.4	i	-1.7	-1.3	-7.4	2.5	-1.7	32.9	5.8
CCOc1cc(S(=O)(=O)N2CCN(CC)CC2)ccc1Cl	-9.6	0.1	-0.7	-1.1	-2.6	-0.5	1.4	-8.9	2.6	19.9
COc1ccc(CN2CCNC(=O)C2CC(=O)N(C)Cc2ccon2)c(F)c1 (centres undefined)	-4.9	-3.5	i	3.3	3.2	-4.6	0.3	-2.6	-1.5	2.0
O=c1[nH]c2ccc(Cl)cc2c(=O)n1Cc1ccco1	5.8	4.3	-3.3	-0.3	-0.5	-4.5	-0.5	0.2	-0.2	4.2
COc1ccc(-c2cc3nc(C)cc(NCCO)n3n2)cc1	-7.5	4.1	i	-4.4	-0.3	-8.8	25.9	-6.6	6.7	14.3
COc1ccccc1C(=O)N(CCN(C)C)c1nc2cc(C)cc(C)c2s1	13.4	1.0	-0.5	.	2.1	-0.9	-1.2	-1.6	-12.0	-10.3
NS(=O)(=O)c1ccc(Sc2nc3ccccc3s2)c([N+](=O)[O-])c1	21.7	3.1	-0.2	-1.1	-0.4	4.5	2.7	-0.3	-5.1	5.4
Cc1ccc([N+](=O)[O-])c(OCCn2cnc3ccccc32)c1	-21.3	6.4	0.3	.	-4.8	-0.1	0.3	4.9	25.7	-8.0
(continued)
SMILES	PriA SSB inh	MazEF act	BH1578 lux ind	Mtb BioA inh	UGM FP inh	Rv3671c inh	FBA Mtb inh	SARS 3CLpro inh	DUSP3 inh	GDH-TPI inh
CCN(Cc1ccncc1)C(=O)c1cc(COc2ccc(F)cc2Cl)on1	-3.3	2.9	i	1.6	-1.9	-4.2	1.6	-0.4	5.4	2.0
COc1ccc(Cl)cc1NC(=O)CN1C(=O)NC(Cc2c[nH]c3ccccc23)C1=O (centres undefined)	6.2	2.6	.	.	-1.6	-0.6	1.8	.	.	10.6
Cc1ccc(C(=O)NCCN2CCOCC2)cc1C	-0.9	10.3	-0.3	-0.7	-1.8	-3.1	-3.9	13.4*	30.0	-0.8
COc1ccc(NC(=O)CN2CCN(c3ccccc3Cl)CC2)cc1	4.0&-12.1	-1.6	i	1.4	1.0	1.1	-0.3	0.2	-8.8	7.8
O=C(COC(=O)c1ccco1)Nc1ccc2[nH]c(=O)[nH]c2c1	-8.1	-22.2	-0.1	-1.1	-1.2	-4.0	-0.8	.	.	-1.8
Cc1ccc(-c2nnn(CC(=O)N(c3cccc(F)c3)C(C(=O)NC3CCCC3)c3ccncc3)n2)o1 (centres undefined)	-0.1	-2.2	-0.2	-1.1	0.6	-8.7	-0.2	0.3	-8.1	0.0
C=CCOn1c(=O)c(-c2ccc(OC)cc2)[n+]([O-])c2ccccc21	-1.1	-11.4	-1.0	-0.5	-1.5	-6.5	1.7	-0.1	9.9	11.6
Cc1ccc(C)c(-n2c3nc(=O)[nH]c(=O)c-3cc3cc([N+](=O)[O-])ccc32)c1	2.2	4.2	-0.3	1.6	-3.3	30.3	-0.4	2.2	20.9	24.7
CSc1nc(-c2ccccc2)nn1C(=O)c1ccco1	0.0	-17.9	1.1	-0.4	0.2	3.9	0.9	-4.9	26.7	6.6
CC(CCN1C(Nc2ccccc2)=NC[C@@H]1Cc1ccccc1)c1ccccc1 (some centres undefined)	6.8	8.0	2.7	4.5	1.6	1.4	-0.2	-3.0	5.0	6.0
COc1ccc(NC(=O)c2cccc(S(=O)(=O)N3CCCC3)c2)cc1OC	-2.8	-5.3	i	1.8	1.5	0.1	-1.5	.	.	-1.1
O=C(c1cnn2c(C(F)F)cc(-c3ccccc3)nc12)N1CCN2CCCC2C1 (centres undefined)	4.1	0.0	.	-0.8	-0.3	2.0	2.7	-4.5	14.6	2.5
C=CCc1cccc2cc(C(=O)NC3CCCCC3)c(=O)oc12	-4.3	-10.2	-0.5	.	-0.5	-2.6	5.2	3.6	8.2	5.1
CC(=O)N1CCOc2ccc(S(=O)(=O)NCC3CCC(C(=O)Nc4ccc(C)cn4)CC3)cc21 (centres undefined)	3.7	3.1	-0.2	-1.1	-2.0	-6.7	-3.2	4.6	9.7	0.8
NS(=O)(=O)c1ccc(CCNC(=O)COC(=O)Cc2ccc(Cl)cc2)cc1	.	2.4	i	-1.5	.	.	-1.8	.	.	7.1
O=C(Oc1cccc(C(=S)N2CCOCC2)c1)c1cc([N+](=O)[O-])cc([N+](=O)[O-])c1	2.5	3.1	-0.3	.	-1.2	2.7	-0.2	-0.5	3.6	2.0
O=C(CNS(=O)(=O)c1ccc(Br)s1)N1CCN(c2ncccn2)CC1	-0.8	5.8	3.6	0.1	.	.	3.0	1.7	22.7	-8.6
Cc1cc(C)c(C#N)c(N2CCCC(C(N)=O)C2)n1 (centres undefined)	-30.8	-3.7	.	-0.2	-0.8	2.3	56.5*	2.4	32.5	-3.5
COc1ccc(N(C(=O)CNC(=O)c2ccco2)C(C(=O)NC2CCCCC2)c2ccncc2)cc1 (centres undefined)	2.2	11.4	-0.4	0.1	0.2	1.3	1.9	4.1	61.0	-1.6
Cn1c(=NC(=O)c2ccccc2[N+](=O)[O-])sc2cccc(F)c21	-11.6	-5.2	2.6	.	-0.1	-1.6	2.9	1.3	25.3	4.0
CC1=C(C(=O)Nc2ccccc2)C(c2ccc(C)cc2)N=C(Nc2nc3ccccc3o2)N1 (centres undefined)	-14.9	21.6	-2.6	-1.0	-0.2	-8.1	20.3	1.4	0.2	25.9
COc1ccc(OC)c(NC(=O)c2cccc(NC(=O)c3ccco3)c2)c1	.	6.3	-0.9	2.2	.	.	-1.9	.	.	-3.6
CCN(CC)c1ccc(-c2nc3cnccn3c2NC2CCCC2)cc1	11.0	8.6	-5.9	1.1	0.7	-6.7	-2.1	1.6	39.6	20.1
CCCCN(C)CCNC(=O)c1cc(-c2cccnc2)nc2ccc(S(=O)(=O)N3CCC(C)CC3)cc12	-7.2	7.3	-0.2	0.2	5.1	-18.0	-2.3	-5.3	9.7	7.1
COC(=O)COc1ccc(C(c2c(C)[nH][nH]c2=O)c2c(C)[nH][nH]c2=O)cc1	-7.3	2.4	-0.7	-2.3	-0.9	.	0.7	3.0	-4.9	2.5
CCOC(=O)c1c(-c2ccc(C)o2)csc1NC(=O)CN1CCC(C(N)=O)CC1	-11.0	-21.7	-0.1	.	2.0	-10.1	2.1	0.7	10.2	7.3
COc1ccc(-c2nnsc2N2C(=O)c3ccccc3C2=O)cc1	1.6	5.2	i	-0.5	-0.6	-1.0	1.1	-0.4	20.1	20.0
